NOD2-RIPK2 inh: blocks binding of human NOD2 to RIPK2. hit rate 0.38% among 360,000. AID 624267. inhibition, % at 4.98 µM. CHO BLA complementation NOD2-RIPK2, CCF4 ratio; in the data active = inhibition above about 21%;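 also: 0% = vehicle only and 100% = reference blocker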
TLR9-MyD88 block: inhibitors of human TLR9-MyD88 binding; CHO BLA complementation TLR9-MyD88, CCF4 FRET ratio; hit rate 0.21% among 340,000; inhibition, % at 4.98 µM;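 active = inhibition above the mean over all tested compounds plus 3 SD, cut at about 21% in these data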;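 also: 0% = DMSO only wells and 100% = clavulanate BLA inhibitor control wells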
ABCB6 inh 2: inhibitors of human ABC transporter ABCB6; Q9NP58; K562-ABCB6 porphyrin accumulation, flow cytometry, 1 h; active compounds read low; fluorescence ratio to DMSO, % at 10 µM; hit rate 0.19% among 360,000; AID 602162;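 active = fluorescence ratio to DMSO below 75%, the collection mean minus 3 SD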;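 also: signal is porphyrin accumulated inside mitochondria; 100% equals median channel fluorescence of DMSO control wells; lower ratio means ABCB6 inhibition with less porphyrin fluorescence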
HTR2A ag: agonists of mouse serotonin 5-HT2A receptor (HTR2A); CHO-K1 mHTR2A beta-arrestin complementation, luminescence; percent of 30 µM serotonin response; activation, % at 7.6 µM; P35363; hit rate 0.66% among 360,000;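 active = activation above a run cutoff, the mean activation of all tested compounds plus 3 SD, cut at about 14% in these data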;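 also: 0% = plate median of compound wells and 100% = 30 µM serotonin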
SRC2 inh: human SRC2 (NCOA2) inhibition; inhibition, % at 9 µM; hit rate 0.17% among 370,000; Q15596; HEK293 GAL4-SRC2 luciferase reporter, luminescence;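 active = inhibition above the mean inhibition of all tested compounds plus 3 SD, set per campaign, cut at about 52% in these data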;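 also: 0% = DMSO treated cells and 100% = cells given Gossypol at 36 µM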
H9c2 protect: protects H9c2 cardiomyocytes from peroxide injury; hit rate 0.63% among 360,000; H2O2 injury protection, ATPLite, 2 h; protection from H2O2 cell death, % at 20 µM; AID 588492;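 active = compounds giving at least 50% protection of heart cells from peroxide-induced death in the single-dose screen, raw or plate-pattern-corrected value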;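 also: 0% = DMSO wells with peroxide and 100% = DMSO wells without peroxide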
ABHD5-PLIN5 inh: inhibitors of human ABHD5-perilipin-5 interaction; Q00G26+Q8WTS1; Split G. princeps luciferase complementation, luminescence, 4 h; inhibition, % at 4 µM; hit rate 0.78% among 360,000;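 active = inhibition above the mean inhibition across every tested compound plus 3 SD, cut at about 22% in these data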;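 also: 0% = DMSO only wells and the 100% control is not disclosed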
Target sequence (Q00G26 whole entry, looked up): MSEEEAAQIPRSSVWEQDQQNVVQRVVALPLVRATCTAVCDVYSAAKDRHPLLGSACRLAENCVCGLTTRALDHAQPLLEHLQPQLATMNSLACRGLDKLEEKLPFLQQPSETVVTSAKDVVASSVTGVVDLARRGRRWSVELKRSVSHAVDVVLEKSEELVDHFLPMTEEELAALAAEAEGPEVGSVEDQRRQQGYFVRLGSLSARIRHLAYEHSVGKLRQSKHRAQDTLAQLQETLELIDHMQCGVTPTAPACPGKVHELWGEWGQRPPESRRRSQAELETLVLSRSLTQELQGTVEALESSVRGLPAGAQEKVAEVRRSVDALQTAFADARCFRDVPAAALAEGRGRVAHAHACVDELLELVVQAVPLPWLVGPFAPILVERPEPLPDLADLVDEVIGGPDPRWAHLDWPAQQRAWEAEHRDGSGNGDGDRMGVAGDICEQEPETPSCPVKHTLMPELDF
Target sequence (Q8WTS1 whole entry, looked up): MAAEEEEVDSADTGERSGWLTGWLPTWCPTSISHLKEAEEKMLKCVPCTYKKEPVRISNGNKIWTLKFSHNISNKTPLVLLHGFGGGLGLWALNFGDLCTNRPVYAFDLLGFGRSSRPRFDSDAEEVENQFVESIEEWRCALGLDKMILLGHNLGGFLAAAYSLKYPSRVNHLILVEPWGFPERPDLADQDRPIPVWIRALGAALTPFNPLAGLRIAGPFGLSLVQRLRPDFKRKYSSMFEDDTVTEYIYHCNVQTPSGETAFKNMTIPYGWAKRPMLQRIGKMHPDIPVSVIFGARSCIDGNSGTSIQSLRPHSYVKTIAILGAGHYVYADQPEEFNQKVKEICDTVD
MC4R antag cAMP: blocks human MC4R cAMP signaling; MC4R-expressing cells, MTII-stimulated cAMP, LANCE TR-FRET; P32245; inhibition, % at 6.5 µM; AID 540295; hit rate 0.48% among 360,000;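 active = inhibition above its plate's cutoff, the mean of tested wells on that plate plus 3 SD, cut at about 29% in these data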;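 also: 0% = Melanotan II alone and 100% = Melanotan II plus saturating MCL0020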
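System: U2OS-MC4R stable cell line; Technique: Eu-cAMP/anti-cAMP TR-FRET, emission 671 nm; Repeats: single well per compound; Also added: Melanotan II; Dosing: one concentration, 6.5 µM nominal; Schedule: 30-min compound, 1-h challenge, 1-h detection, room temperature.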
Glyco luc inh: blocks N-linked glycosylation in D54 reporter cells; D54 ERlucT glycosylation luciferase reporter, 24 h; percent of 100 nM tunicamycin response; reporter increase, % at 12.5 µM; hit rate 0.23% among 360,000;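 active = mean luciferase reporter signal, scaled so untreated is 0 and the glycosylation-blocking control 100, at or above a set limit in every replicate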;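 also: luciferase carries N-glycosylation sites so blocking glycosylation raises the light; 0% = median of neutral control wells and 100% = median of 100 nM tunicamycin wells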
MC4R barr agon: human MC4R agonism via beta-arrestin; AID 540308; hit rate 0.98% among 360,000; U2OS MC4R beta-arrestin complementation, luminescence; percent of melanotan II response, DMSO zero; P32245; activation, % at 8.9 µM;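 active = activation above a per-plate cutoff, the mean activation of sample wells on that plate plus 3 SD, cut at about 8% in these data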
The depositor's hits bear a star; / = no result given.

compound | NOD2-RIPK2 inh | TLR9-MyD88 block | ABCB6 inh 2 | HTR2A ag | SRC2 inh | H9c2 protect | ABHD5-PLIN5 inh | MC4R antag cAMP | Glyco luc inh | MC4R barr agon
CC(C)(C)c1ccc(C(=O)N2[C@H](COCc3ccccc3)C=CS2(=O)=O)cc1 | 7 | / | 96 | -6 | -8 | -10 | 16 | / | 5 | /
C#Cc1ccc([C@H]2C=C(C(=O)N3CCOCC3)O[C@@H](OCc3ccc(CO)cc3)C2)cc1 | 1 | 0 | 99 | 2 | 19 | 14 | 4 | 8 | 2 | -0.5
COc1ccc(N(CC(=O)Nc2ccc(S(=O)(=O)N3CCCCC3)cc2)S(C)(=O)=O)cc1OC | 4 | 5 | 98 | -5 | -18 | 2 | -1 | -1 | -3 | -1.5
Cc1ccc(S(=O)(=O)N2CC(O)C[C@H]2C(=O)OCC(=O)c2ccccc2)cc1 (stereo not given in full) | -9 | -7 | 102 | -3 | -6 | 3 | -2 | 20 | -3 | -1.9
CCN1C(=O)/C(=c2\o/c(=C3\C=Cc4ccccc4N3CC)c(=O)n2CC)SC1=S | 5 | -4 | 107 | 2 | -2 | 3 | 1 | -2 | -1 | -0.9
COc1ccccc1N1CCN(C(=O)c2ccc(CSc3ccccc3)cc2)CC1 | -1 | 5 | 94 | 7 | 22 | -2 | 4 | -3 | -2 | -1.3
Cc1c(C(=O)Nc2c(C)n(C)n(-c3ccccc3)c2=O)oc2ccccc12 | 1 | -1 | 103 | -3 | -4 | -1 | -2 | 6 | 3 | 0.1
CC(C)c1ccccc1NC(=O)CN1C(=O)c2ccccc2C1=O | 13 | -6 | 101 | 0 | -19 | -2 | 5 | 7 | -1 | -1.5
COc1ccc(-n2c(COc3cccc4ccccc34)nnc2SCC#N)cc1 | -1 | 2 | 95 | -4 | -12 | -2 | 11 | 2 | -3 | -2.1
Cc1ccc(CNC(=O)c2ccc3c(=O)n(CC4CCCO4)c(=S)[nH]c3c2)cc1 (stereo not given) | -3 | -7 | 95 | 5 | -23 | 0 | 2 | 6 | 0 | -0.6
O=C1CSCC(=O)N1c1ncc(C(F)(F)F)cc1Cl | 0 | -5 | 95 | 4 | -6 | 2 | -5 | 16 | 0 | 2.3
Cc1ccc(-c2c3c(=O)n(C)c(=O)n(C)c3cn2-n2cnnc2)cc1 | 5 | -8 | 95 | -5 | -5 | 21 | 22* | 9 | 9 | -1.3
CC(C)OC(=O)COc1cc(O)c2c(=O)cc(-c3ccccc3)oc2c1 | -5 | -1 | 94 | -1 | 4 | -11 | -2 | 8 | 2 | -0.5
NC(=S)N=Nc1ccc(O)cc1 | 0 | -12 | 101 | 1 | -32 | -3 | -19 | -7 | 2 | -2.6
O=C(NOCc1ccccc1)c1ccc(Cl)cc1Cl | -7 | -15 | 96 | -5 | 7 | -18 | 10 | 8 | -17 | 2.4
Cc1ccccc1-c1nc(S(=O)(=O)c2ccc(Br)cc2)c(NCc2cccnc2)o1 | -5 | -7 | 87 | 5 | 6 | -6 | 1 | 6 | 1 | -3.0
CCN(CC)S(=O)(=O)c1ccc(C)c(NC(=S)N2CCN(C/C=C/c3ccccc3)CC2)c1 | -1 | -3 | 89 | -4 | 12 | -26 | -9 | 3 | -2 | 0.8
CCN(Cc1ccccc1)C(=O)c1cc2c(OC)c(OC)c(OC)cc2[nH]1 | -2 | -3 | 100 | -5 | 9 | 0 | -14 | 4 | 1 | -0.6
Cc1cccc(CCNS(=O)(=O)c2ccc3c(c2)CCN3C(=O)CCC(=O)O)c1 | -4 | 10 | 96 | 0 | / | 1 | 4 | -8 | -1 | -0.6
COC(=O)/C=C/C(=O)Nc1cccnc1 | 3 | -4 | 110 | -4 | -7 | -1 | -1 | -2 | 3 | -1.2
Cc1ccc(N=C2S/C(=C\c3cn(CC(=O)O)c4ccccc34)C(=O)N2C)cc1 | -1 | -1 | 96 | -1 | 1 | -4 | 2 | 1 | 3 | -1.6
COc1ccc(CN(C)c2ccc(S(=O)(=O)N3CCN(C)CC3)cc2[N+](=O)[O-])cc1OC | 1 | -8 | 85 | -5 | 16 | -27 | 3 | 0 | -4 | -2.4
O=C(OCC(=O)N1CCN(c2ccccc2)CC1)c1ncc(Cl)c(Cl)c1Cl | -2 | -1 | 93 | 1 | -2 | -5 | 1 | 7 | 2 | 1.9
CC(C)OC(=O)c1ccc(COC(=O)c2cccc(-c3nnc(-c4ccccc4)o3)c2)cc1 | -2 | -1 | 100 | 4 | -39 | -2 | 13 | -4 | -2 | 3.1
O=S(=O)(c1cccs1)N1CCN(c2ccc(Cl)cc2)CC1 | 3 | -6 | 99 | 5 | -6 | 3 | -11 | 11 | -3 | 1.0
CC1CCCCC12NC(=O)N(CC(=O)OCc1ccc(Br)cc1)C2=O (stereo not given) | 3 | 7 | 95 | -12 | -18 | -9 | 4 | 4 | -3 | 3.2
CC(C)(C)c1ccc(/C=N/OCC(=O)NCc2ccc(F)cc2)cc1 | -2 | 5 | 104 | -3 | 20 | -27 | -2 | 0 | 0 | 7.5
COc1ccc(CNC(=O)CSc2nnc3c(Cl)cc(C(F)(F)F)cn23)cc1OC | 0 | -6 | 103 | -2 | -2 | -8 | -8 | 0 | 2 | -0.5
CCC(CC)c1nnc(NC(=O)c2ccc(S(=O)(=O)N3CCc4ccccc4C3)cc2)s1 | 1 | 1 | 99 | 4 | 11 | -7 | 1 | -1 | 0 | -1.1
CCOC(=O)c1ccc(NC(=O)NS(=O)(=O)c2ccc(C)cc2)cc1 | 0 | -9 | 100 | -4 | -5 | 6 | -3 | 1 | 0 | -1.3

As a short view, some entries already given:
compound | NOD2-RIPK2 inh | TLR9-MyD88 block | ABCB6 inh 2 | HTR2A ag | SRC2 inh | H9c2 protect | ABHD5-PLIN5 inh | MC4R antag cAMP | Glyco luc inh | MC4R barr agon
CCC(CC)c1nnc(NC(=O)c2ccc(S(=O)(=O)N3CCc4ccccc4C3)cc2)s1 | 1 | 1 | 99 | 4 | 11 | -7 | 1 | -1 | 0 | -1.1
CCOC(=O)c1ccc(NC(=O)NS(=O)(=O)c2ccc(C)cc2)cc1 | 0 | -9 | 100 | -4 | -5 | 6 | -3 | 1 | 0 | -1.3

Limited to ABCB6 inh 2 and ABHD5-PLIN5 inh, for some of the entries so far:
mol	ABCB6 inh 2	ABHD5-PLIN5 inh
COc1ccccc1N1CCN(C(=O)c2ccc(CSc3ccccc3)cc2)CC1	94	4
CC(C)OC(=O)COc1cc(O)c2c(=O)cc(-c3ccccc3)oc2c1	94	-2
NC(=S)N=Nc1ccc(O)cc1	101	-19
CC(C)(C)c1ccc(/C=N/OCC(=O)NCc2ccc(F)cc2)cc1	104	-2

More records:
compound | NOD2-RIPK2 inh | TLR9-MyD88 block | ABCB6 inh 2 | HTR2A ag | SRC2 inh | H9c2 protect | ABHD5-PLIN5 inh | MC4R antag cAMP | Glyco luc inh | MC4R barr agon
CCOC(=O)[C@H]1[C@H]2COc3ccc(OC)cc3[C@@H]2N2C(=O)CN(Cc3ccc(C)cc3)C(=O)[C@@]12C | -9 | -2 | 96 | -2 | 8 | 4 | -3 | 5 | 1 | -0.9
COc1ccccc1Cc1c(-c2ccc(C)cc2)nc2cc(C)c(Br)c(C)n12 | 1 | / | 126 | -3 | -29 | / | -14 | / | / | /
Oc1oc(-c2ccccc2)nc1C=Nc1cccc2ccccc12 | 13 | 14 | 97 | -3 | -8 | 28 | -6 | 2 | 3 | -2.3
CCC(=O)N1CCC1(C)C(=O)Nc1ccc2c(c1)OCO2 (stereo not given) | 6 | / | 101 | -6 | -30 | 2 | 3 | -5 | 2 | -0.5
Cc1ccccc1N(CC(=O)NCCc1ccccc1)C(=O)c1csnn1 | -4 | -5 | 97 | 0 | -18 | -4 | 2 | 16 | 1 | -2.0
CCOc1ccc(N(CC(=O)NCCc2ccccc2)C(=O)c2csnn2)cc1 | -4 | -11 | 95 | -4 | 6 | 1 | -5 | 15 | 1 | -0.5
COc1ccc(Cc2c(-c3ccc(C#N)cc3)nc3c(Cl)cc(C(F)(F)F)cn23)c(C)c1 | -14 | / | 100 | 1 | 10 | / | -1 | / | / | /
CCCCNC(=O)C[C@@H]1C[C@@]2(C(=O)OC)CCCCC=C2N(CCc2ccc(OC)c(OC)c2)C1=O | -16 | / | / | 7 | 17 | / | -3 | / | / | /
COc1ccc(C2CC(=O)Nc3cc(C)c(C)cc32)c(OC)c1OC (stereo not given) | -14 | -1 | 93 | 2 | 3 | 3 | 1 | 23 | 1 | -1.2
O=C(/C=C/c1cccc(Br)c1)N1CCN(c2ccccn2)CC1 | 5 | 2 | 100 | -3 | 18 | 8 | -1 | 12 | 0 | 2.4
O=C(Cc1ccccc1)NCc1n[nH]c(=S)n1-c1ccccc1 | 0 | -4 | 101 | 3 | 4 | 1 | 1 | -7 | 0 | -1.6
CCC1C(C#N)=C(SCC(N)=O)NC2=C1C(=O)CC(C)(C)C2 (stereo not given) | -8 | / | 101 | 0 | 1 | 0 | -4 | 23 | -1 | -0.8

Screening results (PubChem)

Only part of the results is shown, so the mix of outcomes need not match the whole.
